Screening data deposited in PubChem by several laboratories.
PHOSPHO1 block: PubChem AID 1565 | inhibition, % at 13.3 µM | recombinant PHOSPHO1, absorbance phosphatase assay | 1.1% of 290,000 active | Phosphoethanolamine/phosphocholine phosphatase (Homo sapiens), Q8TCT1; in the data active = inhibition above about 60%
Target sequence (Q8TCT1 whole entry, looked up): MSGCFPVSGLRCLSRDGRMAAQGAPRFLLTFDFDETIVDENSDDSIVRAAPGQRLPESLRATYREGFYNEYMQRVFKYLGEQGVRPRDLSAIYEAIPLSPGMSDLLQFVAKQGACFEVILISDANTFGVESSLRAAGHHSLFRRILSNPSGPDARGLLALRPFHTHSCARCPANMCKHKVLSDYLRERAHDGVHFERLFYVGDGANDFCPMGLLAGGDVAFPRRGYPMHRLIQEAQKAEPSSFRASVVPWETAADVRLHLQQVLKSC
MEKK3 PB1 HTS: modulators of MEKK3-MEK5 PB1 binding, primary screen, biochemical, wildtype MEKK3, multiplex bead flow cytometry, Alexa488-MEK5. Mitogen-activated protein kinase kinase kinase 3 (Homo sapiens), Q99759. 1.4% of 290,000 active. bead-based flow cytometry, Alexa488-MEK5 binding to MEKK3; actives lie on both sides; 0 = blocked by unlabeled MEK5, 100 = vehicle. binding response (% of control), % at 10 µM;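 active = binding response more than 3 SD above or below the average of its plate-row segment, actives on both sides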;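 note: Alexa488 bead fluorescence after subtracting the streptavidin-only scavenger bead signal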
Target sequence (Q99759 whole entry, looked up): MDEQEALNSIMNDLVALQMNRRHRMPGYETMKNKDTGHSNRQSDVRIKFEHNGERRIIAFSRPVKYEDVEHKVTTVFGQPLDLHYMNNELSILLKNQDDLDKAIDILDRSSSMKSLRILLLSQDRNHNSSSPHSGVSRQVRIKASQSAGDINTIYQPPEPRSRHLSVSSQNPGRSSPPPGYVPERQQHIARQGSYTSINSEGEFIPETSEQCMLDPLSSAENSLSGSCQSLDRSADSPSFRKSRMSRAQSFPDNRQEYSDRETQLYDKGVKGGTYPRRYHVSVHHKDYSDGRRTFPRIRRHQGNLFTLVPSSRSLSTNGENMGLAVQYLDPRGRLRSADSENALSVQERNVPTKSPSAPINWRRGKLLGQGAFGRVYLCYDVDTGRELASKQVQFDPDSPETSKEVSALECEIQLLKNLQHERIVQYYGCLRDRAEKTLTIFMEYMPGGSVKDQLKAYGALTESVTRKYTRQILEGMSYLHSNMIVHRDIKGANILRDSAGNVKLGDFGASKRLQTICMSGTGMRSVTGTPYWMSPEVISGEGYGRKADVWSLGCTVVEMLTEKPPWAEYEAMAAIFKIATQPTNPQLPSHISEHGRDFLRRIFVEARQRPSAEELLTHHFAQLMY
GPR7 antagonist: GPR7 receptor antagonists, primary screen, cell-based, fluorescence, single concentration; 1.1% of 290,000 active; AID 1861, 2009; GPR7-expressing cells, fluorescence antagonist assay; inhibition, % at 4.4 µM; in the data active = inhibition above about 16%, passing the limit was not always enough;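 note: cells stimulated with the agonist NPW; 0% = agonist with vehicle and 100% = vehicle without agonist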
PfM18AAP inh: PfM18AAP inhibitors, malaria aminopeptidase, primary screen, biochemical, QFRET, recombinant enzyme; M18 aspartyl aminopeptidase (Plasmodium falciparum 3D7); H-Glu-NHMec fluorogenic cleavage; inhibition, % at 7.35 µM; 1.2% of 290,000 active; AID 1822, 2009;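 active = inhibition above the campaign mean inhibition over all tested compounds plus 3 SD, cut at about 28% in these data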;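 note: 0% = plate median of test compound wells and 100% = 2 mM ZnCl2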
OXTR ag: human OXTR agonists, primary screen, fluorescence, CHO-OTR cells, Fluo-8 calcium; activation, % at 3 µM; Fluo-8 calcium fluorescence; normalized: DMSO 0%, oxytocin 100%; 0.32% of 320,000 active; Oxytocin receptor (Homo sapiens), P30559; AID 2435, 2010;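 active = activation above the mean of all tested compounds plus 3 SD, cutoff set per screening run, cut at about 20% in these data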;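 note: peak over basal fluorescence ratio from a 100 s FLIPR kinetic read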
MEKK2 WT-MEK5: modulators of MEK5 binding to wildtype MEKK2, primary screen, biochemical, multiplex bead flow cytometry, Alexa488-MEK5 | Mitogen-activated protein kinase kinase kinase 2 (Homo sapiens), Q9Y2U5 | Alexa488-MEK5 binding to MEKK2 WT; actives lie on both sides | binding response (% of control), % at 10 µM | 1.1% of 290,000 active; in the data active = binding response below about 67% or above about 130%
FID counter: compounds displacing fluorescent DNA intercalator, primary screen, artefact control for HCV NS3 helicase inhibitor project, biochemical, FID fluorescence. DNA fluorescent intercalator displacement. inhibition, % at 7.9 µM. 0.17% of 290,000 active; in the data active = inhibition above about 37%;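 note: 0% = vehicle and 100% = reference compound; higher means more ethidium bromide displaced from hairpin DNA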
MEKK2mut PB1 HTS: MEK5 binding signal on mutant MEKK2 PB1, primary screen, biochemical, multiplex bead flow cytometry, Alexa488-MEK5; Alexa488-MEK5 binding to MEKK2 mutant; 0.35% of 290,000 active; percent response, % at 10 µM; AID 1530, 2009; in the data active = percent response above about 24%, passing the limit was not always enough; note: inactives centre near 1; some results filed as inactive read as strong as hits; reference of the scale not given here
NALP1 inh: NALP1 inflammasome inhibitors in reconstituted yeast, colorimetric, S. cerevisiae, triplicate retest; inhibition, % at 10 µM; AID 2071, 2009; S. cerevisiae NALP1/ASC/caspase-1 growth, X-gal OD620, 72 h; 0.61% of 280,000 active; in the data active = inhibition mostly above about 24%, no sharp cut-off; inactive = mostly below about 32%; note: some compounds called inactive have numbers as strong as hits
Starred values were filed as active, the others as inactive; . = no result given; [ ] = another dose, or the depositor's remark.

Compound	PHOSPHO1 block	MEKK3 PB1 HTS	GPR7 antagonist	PfM18AAP inh	OXTR ag	MEKK2 WT-MEK5	FID counter	MEKK2mut PB1 HTS	NALP1 inh
Cc1ccc(NC(=O)CN(C)S(=O)(=O)c2ccc(Br)s2)cc1F	-28	91	-14	7	0.2	91	-2	-3	32
CCc1nnc(NC(=O)CCC(=O)NC2CCCCC2)s1	17	103	4	0	0.5	100	-3	5	-2
CN1CCN(C(c2cccs2)c2nnnn2Cc2ccc(F)cc2)CC1 (stereo not given)	37	101	-6	10	0.3	91	27	-7	12
CN(C)c1ccc(N=Nc2ccccc2C(=O)OCC(=O)NCC2CCCCC2)cc1	4	101	-17	-5	-2.1	104	-13	-1	35
COC(=O)C1=C[C@@H](C(=O)OC)C2C3=C(C(=O)C24CCCCC4)[C@H](C)n2c(=O)n(C)c(=O)n2[C@@H]3C1 (stereo not given in full)	.	108	.	.	0.7	104	.	4	.
NC(=O)C1CCN(CCC(=O)Nc2cccc(Cl)c2)CC1	-30	106	-4	0	0.6	107	3	7	13
CC(=O)Nc1cccc(Oc2ncnc3scc(-c4ccc(C(C)C)cc4)c23)c1	-4	95	-4	3	1.0	90	-23	-3	20
CC1(C)CC(=O)C(=Cc2cn(CCC#N)nc2-c2ccc(Cl)cc2)C(=O)C1	-13	102	0	1	-0.1	100	-2	3	31
O=C(CSc1nc2ccccc2c(=O)n1Cc1ccco1)N1CCCCCC1	23	93	13	7	-1.8	87	-22	-5	3
COc1ccc(N2CCN(C(=O)CCS(=O)(=O)c3ccc(C)cc3)CC2)cc1	.	101	-20	6	-0.8	102	-35	3	-19
CC(C)Nc1ccc(-n2nc3ccccc3[n+]2[O-])cc1	36	107	-8	6	0.6	104	-10	9	0
CC(=O)[C@@H]1[C@@H](C)N(Cc2ccccc2)C(=O)N[C@H]1c1ccccc1	.	104	.	.	0.4	95	.	-3	.
COc1ccc(OC)c(-c2csc(NC(=O)C3COc4ccccc4O3)n2)c1 (stereo not given)	-8	107	-6	-2	-0.9	105	-1	2	-2
CC(/C=C1\SC(=S)N(NS(=O)(=O)c2ccc(C)cc2)C1=O)=C\c1ccccc1	12	100	-11	7	-2.4	98	-24	-2	.
CC(=O)Nc1ccc(-c2cc(-c3ccc(NC(C)=O)cc3)nc(-c3ccc(NC(C)=O)cc3)n2)cc1	-24	100	-8	0	0.8	98	-8	1	26
C#CCOCCOCCOCCNc1nc(N2CCN(C(=O)[C@H]([C@@H](C)CC)n3cc(CCCN=C(N)N)nn3)CC2)nc(N2CCN(C(=O)[C@H](C)n3cc(CCCN=C(N)N)nn3)CC2)n1	-14	104	-7	-2	0.5	124	33	4	19
O=S(=O)(Cc1cc(-c2ccccc2Cl)no1)c1ccccc1	4	102	-5	-4	0.3	104	-8	2	-2
O=c1[nH][nH]cc1C=Nc1ccc(Oc2ccccc2)cc1	28	104	-7	15	2.1	97	-3	-5	-2
COc1ccc(NS(=O)(=O)c2ccc3c(c2)oc(=O)n3C)cc1Cl	11	101	2	0	12	106	-1	2	16
CCCCCC(=O)N/N=C/c1ccc([N+](=O)[O-])o1	-1	106	4	-1	0.4	97	-10	6	-8
Cc1ccc(-c2ccc(SCC(=O)N3CCCc4ccccc43)nn2)cc1	-2	96	-15	1	-2.1	103	-31	10	32
O=C(COC(=O)c1ccccc1NCCO)Nc1cc(C(F)(F)F)ccc1N1CCOCC1	24	99	-4	-1	0.0	103	-30	2	3
O=C1C2CC=CCC2C(=O)N1c1ccc(NCCc2ccc(O)cc2)c([N+](=O)[O-])c1 (stereo not given)	-5	100	31*	2	19	92	7	-3	21
Cc1ccccc1NS(=O)(=O)c1ccc2[nH]cc(C(=O)N(C)Cc3ccco3)c(=O)c2c1	13	96	-9	-2	0.3	95	11	-5	-7
CC(=O)Nc1ccc2c(CSc3nnc(N)s3)cc(=O)oc2c1	69*	75	5	-12	1.4	78	-5	-25	4
Cc1ccc(C2=NNC(c3ccc(Cl)cc3)=Nc3ccccc32)o1	-12	105	-7	0	-1.0	100	-9	-1	30
Cc1ccc2[nH]c(=O)c(CN(Cc3ccco3)S(=O)(=O)c3c(C)ccc4nsnc34)cc2c1	-57	99	-7	-3	0.5	94	-1	-3	-1
COCCNC(=O)Cn1cc(/C=C(\C#N)C(=O)NC2CC2)c2ccccc21	44	106	2	-1	-1.5	111	-6	5	8
COc1ccc(CCNC(=O)COC(=O)/C=C/c2cc(OC)c(OC)c(OC)c2)cc1OC	8	100	-4	-2	2.4	95	-35	-10	3
O=C(CNC(=O)c1ccncc1)N/N=C/c1ccccc1[N+](=O)[O-]	1	103	-24	-8	-1.3	102	-3	0	-17

Some entries already given, showing only GPR7 antagonist and NALP1 inh.
| canonical_smiles | GPR7 antagonist | NALP1 inh |
| --- | --- | --- |
| Cc1ccc(C2=NNC(c3ccc(Cl)cc3)=Nc3ccccc32)o1 | -7 | 30 |
| Cc1ccc2[nH]c(=O)c(CN(Cc3ccco3)S(=O)(=O)c3c(C)ccc4nsnc34)cc2c1 | -7 | -1 |
| COCCNC(=O)Cn1cc(/C=C(\C#N)C(=O)NC2CC2)c2ccccc21 | 2 | 8 |
| COc1ccc(CCNC(=O)COC(=O)/C=C/c2cc(OC)c(OC)c(OC)c2)cc1OC | -4 | 3 |

Some of these compounds in order of their number in GPR7 antagonist, ascending:
Compound,PHOSPHO1 block,MEKK3 PB1 HTS,GPR7 antagonist,PfM18AAP inh,MEKK2 WT-MEK5,MEKK2mut PB1 HTS,NALP1 inh
CN(C)c1ccc(N=Nc2ccccc2C(=O)OCC(=O)NCC2CCCCC2)cc1,4,101,-17,-5,104,-1,35
Cc1ccccc1NS(=O)(=O)c1ccc2[nH]cc(C(=O)N(C)Cc3ccco3)c(=O)c2c1,13,96,-9,-2,95,-5,-7
CC(=O)Nc1cccc(Oc2ncnc3scc(-c4ccc(C(C)C)cc4)c23)c1,-4,95,-4,3,90,-3,20
CC1(C)CC(=O)C(=Cc2cn(CCC#N)nc2-c2ccc(Cl)cc2)C(=O)C1,-13,102,0,1,100,3,31

Next records:
Compound	PHOSPHO1 block	MEKK3 PB1 HTS	GPR7 antagonist	PfM18AAP inh	OXTR ag	MEKK2 WT-MEK5	FID counter	MEKK2mut PB1 HTS	NALP1 inh
O=C(Nc1ccc2oc(-c3ccccc3F)nc2c1)c1cncc(Br)c1	28	101	0	2	0.7	94	-3	-11	0
Cn1c(SCc2ccc(Cl)cc2Cl)nc(C(F)(F)F)cc1=O	23	.	-9	0	-0.7	.	-2	.	16
O=[N+]([O-])c1cc(/C=N/Nc2nc(N3CCOCC3)nc(N3CCOCC3)n2)ccc1Cl	-2	100	-7	-1	0.3	113	3	7	28
COc1ccc(S(=O)(=O)N(C)CC(=O)NCCC2=CCCCC2)cc1C	-9	94	6	-3	-1.6	96	-22	-6	-4
Cc1cc(C)nc(NNC2=CC(=[N+]3CCCCC3)CC(C)(C)C2)n1	-4	104	-2	56*	-0.2	94	-13	-11	-3
CCc1ccc(CN2CCSCC2)cc1	25	92	-10	1	-0.5	98	-2	-1	18
CC(=O)N1CCN(c2ccc(NC(=O)c3ccc(Cl)cc3)cc2)CC1	40	103	-3	4	0.4	104	-13	1	11
CCCCOC(=O)Oc1ccc2c(=O)c(Oc3cccc(C)c3)coc2c1	-18	95	-6	-5	-0.7	96	-8	-4	0
Cc1cc(C)cc(NC(=O)CN(C)S(=O)(=O)c2cccc3nsnc23)c1	6	107	-7	2	-2.7	113	-11	2	14
O=C(NCCc1ccc(S(=O)(=O)N2CCCC2)cc1)c1cccs1	-7	103	6	-7	1.3	103	-6	4	5
Cc1cc(C(=O)Nc2nc(-c3ccccn3)cs2)ccc1[N+](=O)[O-]	-98	101	-13	1	-0.1	98	1	-1	-21
Cc1noc(C)c1COc1cccc(C(=O)NCCc2c[nH]c3ccccc23)c1	5	.	1	3	1.6	.	-23	.	-21
CCN(c1ccc(N=Cc2c(O)n(Cc3ccc(OC)cc3)c(=O)c3ccccc23)cc1)C(C)C	7	56*[inhibitor]	-24	-2	.	.	-3	175*	-2
Cc1cc(C)n(-c2nc(NCC(C)O)c3c4c(sc3n2)COC(C)(C)C4)n1 (stereo not given)	6	101	-6	19	-1.4	104	-21	6	4
O=C(/C=C/c1cccs1)Nc1ccc(N2CCOCC2)c(S(=O)(=O)Nc2ccccc2Cl)c1	-7	99	-6	0	-1.4	105	-12	-1	43
CCOC(=O)CN1CC23C=CC(O2)C(C(=O)NC2CCCCCC2)C3C1=O (stereo not given)	2	114	-4	-7	-0.6	112	-8	17	-3
CCOC(=O)c1c(NC(=O)C(F)(OC)C(F)(F)F)sc(C(=O)N2CCCCC2)c1C (stereo not given)	-2	.	2	5	0.6	.	-19	.	-8
Oc1ccc(Cl)cc1N=Nc1ccccc1	29	104	-5	3	-0.1	108	2	12	1
CCOC(=O)c1c(S(=O)(=O)NCC(=O)Nc2cc(C)ccc2C)c(C)n(C)c1C	56	97	-21	3	-2.8	99	-34	-5	-8
O=S(=O)(NC1CCCCCC1)c1cccc2cccnc12	29	101	7	-5	-2.1	103	-10	6	-7
N#Cc1c2c(c(NCc3ccco3)n3c1nc1ccccc13)CCC2	-30	117	-6	7	0.3	114	4	15	-6
O=C(NCc1ccccc1)c1cnc(Cl)c(Cl)c1	23	102	0	-6	0.0	101	-8	4	-3
Cc1ccc(-n2cc(CNC(C)Cn3cncn3)c(-c3ccc(F)cc3)n2)cc1 (stereo not given)	19	100	-14	5	-1.6	99	18	-5	15
COc1ccc(C(C)=O)cc1COc1cccc2c1OC(C)(C)C2	15	102	-10	-4	.	98	-46	0	5
O=C(/C=C/c1cccc(Br)c1)N1CCN(c2ccccn2)CC1	57	101	-9	3	-1.8	101	-30	-1	-13
Cc1ccccc1/C=N/n1c(-c2ccccn2)n[nH]c1=S	20	97	-11	2	0.9	101	2	-2	-2
